Tb PGK inh: inhibitors of T. brucei phosphoglycerate kinase. P07378. PGK/GAPDH coupled, Kinase-Glo luminescence, 60 min. Potency, µM (top dose mostly 57.5 µM), for inactives: top-dose activity change, negative = inhibition, most hits filed as inhibitors. 0.043% of 380,000 active. AID 602233; also: % is scaled to controls: 0 for no effect and ±100 for the full control effect; nearly all actives have a fitted effect of over 60% in size
Target sequence (P07378 whole entry, looked up): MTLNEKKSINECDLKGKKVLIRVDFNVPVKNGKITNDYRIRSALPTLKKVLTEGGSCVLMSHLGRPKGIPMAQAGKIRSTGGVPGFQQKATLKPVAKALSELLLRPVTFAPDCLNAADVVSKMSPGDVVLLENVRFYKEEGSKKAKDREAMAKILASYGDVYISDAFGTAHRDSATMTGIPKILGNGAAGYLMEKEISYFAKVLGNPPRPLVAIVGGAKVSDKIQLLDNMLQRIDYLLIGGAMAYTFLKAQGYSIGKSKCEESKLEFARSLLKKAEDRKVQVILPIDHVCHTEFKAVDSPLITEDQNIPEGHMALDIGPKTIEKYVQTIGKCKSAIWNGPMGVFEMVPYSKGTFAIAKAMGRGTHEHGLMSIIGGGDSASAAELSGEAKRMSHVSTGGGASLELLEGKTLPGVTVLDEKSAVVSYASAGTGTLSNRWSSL
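Luminescent ATP detection (Kinase-Glo Plus) follows a 60-minute room-temperature incubation, with wells lacking PGK as controls. Buffer: 100 mM TEA (pH 7.6), 5 mM MgCl2, 0.01% Tween-20. Coupling enzyme GAPDH (100 nM final) supplies unstable 1,3-BPG in-well.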
HP1b binding inh: HP1-beta chromodomain-methylated histone interaction inhibition | AlphaScreen HP1-beta / biotin-H3K9me3 peptide binding | Potency, µM (doses to about 114 µM), inactives show at the highest dose activity change, negative = inhibition, actives largely listed as inhibitors | 0.56% of 390,000 active; also: nearly all actives have a fitted effect of over 70% in size; inactives centre near 23
Target sequence (P83916 whole entry, looked up): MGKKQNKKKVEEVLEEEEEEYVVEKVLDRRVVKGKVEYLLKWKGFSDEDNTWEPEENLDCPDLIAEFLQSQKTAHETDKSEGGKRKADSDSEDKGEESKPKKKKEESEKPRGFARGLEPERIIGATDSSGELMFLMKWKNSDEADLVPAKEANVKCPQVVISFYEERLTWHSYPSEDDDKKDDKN
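HP1-beta protein (50 nM final) preincubated 30 min at room temperature with biotinylated H3(1-18)K9me3 peptide (50 nM) in PBS pH 7.4, 0.01% Tween-20, then compound added for 30 min. AlphaScreen streptavidin donor/nickel chelate acceptor beads (10 ug/mL final), 30 min dark, luminescence read.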
GLS inhibitor: blocks human kidney-isoform glutaminase activity; O94925; Potency, µM (highest dose often 45.5 µM), for the others: top-dose activity change, negative = inhibition, most hits filed as inhibitors; GLS enzymatic activity, qHTS titration; AID 624170; 0.21% of 410,000 active; also: % is scaled to controls: 0 for no effect and ±100 for the full control effect
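Assay buffer: 45 mM KH2PO4 pH 8.2, 0.02% Tween-20. hKGA acts on L-glutamine (1 mM solution added); product glutamate is reported by an oxidase/peroxidase Amplex Red coupling, with fluorescence taken at baseline and 30 min.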
POLI inh: blocks human DNA polymerase iota activity. Pol iota fluorescent replication assay, 10 min. Potency, µM (series often up to 115 µM), for the others: at the top dose activity, negative = inhibition, actives largely listed as inhibitors. 1% of 390,000 active. AID 588590
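Pol iota at 10 nM preincubated 15 min with compounds at room temperature; reaction started with fluorescent substrate, 50 nM final. Fluorescence read kinetically at 0 and 10 min; buffer-only wells as negative control.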
Pin1 inhibitor: blocks the human prolyl isomerase Pin1 | AID 504891 | Potency, µM (series often up to 115 µM), for inactives: at the top dose activity, negative = inhibition, hits mostly inhibitors | Pin1 FP peptide displacement, HiFluor488, 10 min | 0.009% of 390,000 active | Q13526; active = well fitted inhibition curve with a large enough effect in the polarisation, with a control signal flat, not every such curve was filed as active; inconclusive = small, poorly fitted or top-dose-only effect, or effect the other way, or a change in a side signal; inactive = no such curve, though single readings can be large or run the other way; the % refers to the polarisation; also: % is scaled to controls: 0 for no effect and ±100 for the full control effect
Target sequence (Q13526 whole entry, looked up): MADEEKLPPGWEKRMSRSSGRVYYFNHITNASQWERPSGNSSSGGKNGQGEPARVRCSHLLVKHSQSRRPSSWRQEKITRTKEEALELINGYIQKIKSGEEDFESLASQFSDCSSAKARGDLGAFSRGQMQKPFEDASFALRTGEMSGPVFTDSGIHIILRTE
BLM inh: inhibitors of human Bloom syndrome helicase BLM; P54132; recombinant BLM DNA unwinding, fluorescence dequenching; Potency, µM (top dose mostly 56.1 µM), inactives show top-dose activity change, negative = inhibition, actives largely listed as inhibitors; 0.2% of 350,000 active; AID 2528;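 also: plate controls were vehicle for no effect and no enzyme for full effect; nearly all actives have a fitted effect of over 35% in size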
JMJD2A Tudor inh: blocks the human JMJD2A Tudor domain; AlphaScreen JMJD2A-Tudor / H3K4me3 peptide binding; Potency, µM (series often up to 114 µM), inactives show at the top dose activity change, negative = inhibition, most hits filed as inhibitors; 4.4% of 390,000 active; AID 504339; also: % is scaled to controls: 0 for no effect and ±100 for the full control effect; nearly all actives have a fitted effect of over 50% in size
G9a block: G9a (human) methyltransferase inhibition | Q96KQ7 | G9a H3K9 monomethylation, AlphaScreen, 2 h | Potency, µM (series often up to 102 µM), without a hit: at the top dose activity, negative = inhibition, most hits filed as inhibitors | 8.8% of 350,000 active | AID 504332; also: % is scaled to controls: 0 for no effect and ±100 for the full control effect; nearly all actives have a fitted effect of over 75% in size
Target sequence (Q96KQ7 913-1193 limits assumed): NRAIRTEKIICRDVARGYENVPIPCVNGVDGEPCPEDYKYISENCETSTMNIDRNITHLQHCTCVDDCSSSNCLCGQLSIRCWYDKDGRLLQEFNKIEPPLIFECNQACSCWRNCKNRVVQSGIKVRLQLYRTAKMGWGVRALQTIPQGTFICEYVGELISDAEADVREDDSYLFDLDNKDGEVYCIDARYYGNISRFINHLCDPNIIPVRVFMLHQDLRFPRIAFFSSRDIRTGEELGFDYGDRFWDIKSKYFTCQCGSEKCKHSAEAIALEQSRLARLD
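Chemiluminescent proximity detection of H3K9 monomethylation, read after 10 min bead incubation in the dark. Reaction: 20 nM G9a, 500 nM biotin-H3K9 peptide, 20 uM SAM cofactor, 2 h, room temperature, following 15 min enzyme-compound preincubation.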
BAZ2B block: blocks human BAZ2B; Q9UIF8; AlphaScreen BAZ2B-H3K14Ac peptide displacement; Potency, µM (doses to about 114 µM), for inactives: at the top dose activity change, negative = inhibition, actives largely listed as inhibitors; 4.4% of 360,000 active; AID 504333; also: % is scaled to controls: 0 for no effect and ±100 for the full control effect; nearly all actives have a fitted effect of over 60% in size
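Multi-concentration screen (max 110 uM) measuring displacement of acetylated histone H3 peptide from BAZ2B by AlphaScreen, using 50 nM protein, 50 nM peptide and 10 ug/mL streptavidin donor plus Ni-chelate acceptor beads.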
Starred values were filed as active, the others as inactive; i = inactive; ? = inconclusive; nt = no result given; & = joins results of further samples; [ ] = another dose, or the depositor's remark. Unless noted, calls follow the shape of the dose curve; as a rule, active = well fitted curve in the direction sought with a large enough effect; inconclusive = small, poorly fitted or top-dose-only effect, or another doubt; inactive = no such curve, though single readings can be large; an effect the other way counts as inactive or inconclusive. Potency is read from the fitted curve at half-maximal effect. Only part of the results is shown; rates above refer to the full screens.

Order of values: GLS inhibitor | BLM inh | Pin1 inhibitor | POLI inh | Tb PGK inh | BAZ2B block | G9a block | JMJD2A Tudor inh | HP1b binding inh
Cc1ccc(S(=O)(=O)c2nc(-c3cccc(C)c3)oc2N2CCN(c3ccccc3)CC2)cc1
 : 2% | -5% | 2% | -4% | 3% | ? | ? | -33% | -5%
Cc1cccc(N2CCN(C(=O)c3cc(S(=O)(=O)N4CCCC4)cn3C)CC2)c1C
 : 3% | 0% | 3% | 8% | -1% | ? | -39% | -27% | 6%
O=C(Nc1c2c(nn1-c1cccc(Cl)c1)CS(=O)(=O)C2)c1cccs1
 : 12% | -6% | 0% | 15% | 5% | -1% | 19% | -9% | 17%
COn1c(SCc2ccccc2)nc2ccccc2c1=O
 : 4% | -5% | ? | 8% | -1% | 52%[activator] | 1%[12.7 µM] | 67%[activator] | 110%[activator]
Cc1ccccc1NC(=O)c1c(C)cc(=O)oc1C
 : -5% | -1% | -1% | -10% | -5% | -15% | 4%[12.7 µM] | 7% | 30%
CCN(CC(=O)Nc1ccccc1OC)C(=O)c1cc(-c2ccccc2)nn1-c1ccccc1
 : -6% | nt | 15% | 13% | -9% | 2% | ? | ? | 13%
Cc1[nH]c(=O)[nH]c(=O)c1S(=O)(=O)N1CCCC1
 : -2% | -4% | -6% | 9% | -3% | -4% | 0%[0.0925 µM] | -18% | 32%
CCOC(=O)c1nnn(-c2nonc2N)c1COc1cc(C)c(Cl)c(C)c1
 : 1% | -7% | ? | ? | i | -1% | ? | -13%[57.1 µM] | 42%[activator]
COc1cccc(CNC(=O)CN2C(=O)COc3ccc(S(=O)(=O)N4CCCCCC4)cc32)c1
 : -1%&7% | -1%&1% | 4%&6% | 4%&36% | 1%&0% | 0%&-4% | 26% | -10%&8% | 22%&36%
CCOC(=O)N1CCN(c2c(NCCOC)c(=O)c2=O)CC1
 : 18% | 1% | 4% | -9% | -3% | 34%[activator] | -64% | -12% | 23%

Four entries from above, with values ahead of the structure:
GLS inhibitor | BLM inh | Pin1 inhibitor | POLI inh | Tb PGK inh | BAZ2B block | G9a block | JMJD2A Tudor inh | HP1b binding inh | SMILES
4% | -5% | ? | 8% | -1% | 52%[activator] | 1%[12.7 µM] | 67%[activator] | 110%[activator] | COn1c(SCc2ccccc2)nc2ccccc2c1=O
12% | -6% | 0% | 15% | 5% | -1% | 19% | -9% | 17% | O=C(Nc1c2c(nn1-c1cccc(Cl)c1)CS(=O)(=O)C2)c1cccs1
-5% | -1% | -1% | -10% | -5% | -15% | 4%[12.7 µM] | 7% | 30% | Cc1ccccc1NC(=O)c1c(C)cc(=O)oc1C
2% | -5% | 2% | -4% | 3% | ? | ? | -33% | -5% | Cc1ccc(S(=O)(=O)c2nc(-c3cccc(C)c3)oc2N2CCN(c3ccccc3)CC2)cc1

The list goes on.
Order of values: GLS inhibitor | BLM inh | Pin1 inhibitor | POLI inh | Tb PGK inh | BAZ2B block | G9a block | JMJD2A Tudor inh | HP1b binding inh
CC(=O)c1ccc(N2CCN(S(=O)(=O)c3cc4c(cc3C)NC(=O)CO4)CC2)cc1
 : 2% | -18% | 0% | ? | -9% | -24% | nt | 11% | 19%
CNC(=O)c1nc(C)c(C2(C)CC(c3ccccc3)=NO2)s1 (stereo not given)
 : -1% | -1% | 4% | ? | 3% | 4% | 1%[12.7 µM] | -3% | 35%
CCCCNC(=O)c1ccc(Cn2c(=S)[nH]c3c([nH]c4ccc(OC)cc43)c2=O)cc1
 : -2% | 0% | 8% | 12% | -12% | -5% | -19% | -32% | 16%
Cc1cc(C)c(NC(=O)CCCN2CCCC2)c(C)c1
 : -3% | -1% | 1% | 16% | -9% | -1% | ? | -12% | 7%
CC(=O)Nc1cc2nn(-c3ccccc3)nc2cc1C
 : -7% | -2% | -3% | 9% | -4% | -1% | ? | 0% | 36%
Cc1cccc(N2CCn3c2nc2c3c(=O)n(CCCc3ccccc3)c(=O)n2C)c1
 : -10% | -2% | 1% | -3% | 8% | ? | -41%[59 µM] | -36% | 8%
O=C(/C=C/c1ccc(Cl)cc1)NCCCN1CCOCC1
 : -14% | 1% | -6% | 8% | -4% | -8% | nt | -13% | 21%
COc1ccc(S(=O)(=O)N2CCC(N3CCCCC3)CC2)cc1
 : 3% | -2% | -3% | 2% | -10% | 71µM* | ? | 8.9µM* | ?
CCn1c(C2CC(=O)N(c3ccc(C)c(C)c3)C2)nc2ccccc21 (stereo not given)
 : 1% | -1% | -3% | 0% | 0% | 7% | -3% | -22% | 35%
CCOc1ccccc1NC(=O)CCS(=O)(=O)c1cccs1
 : 2% | -3% | -4% | 57%[activator] | i | 2% | 19% | 8% | 23%
CCC(CC)Nc1ccc(C(CC(N)=O)NC(=O)Cc2cccc3ccccc23)cc1[N+](=O)[O-] (stereo not given)
 : 1% | -1% | ? | 19% | -3% | ? | ? | -21% | 13%
COc1ccccc1OCC(=O)Nc1ccc(S(=O)(=O)Nc2nc(C)cc(C)n2)cc1
 : 6% | -1% | 3% | -17% | nt | -14% | -25%[59 µM] | -5% | 30%
CN(CC(=O)Nc1ccc(F)cc1)C(=O)Cn1c(=O)oc2ccccc21
 : 0% | nt | 15% | -13% | i | -2% | -6%[12.7 µM] | 5% | 29%
CCCCn1c(-c2ccc(C(C)(C)C)cc2)nc2cc3[nH]c(=O)c(C(C)C)nc3cc21
 : -1% | -15% | -2% | 74%[activator] | 9% | -9% | ? | -18% | 36%
CCc1nn(C(C)C(=O)NC2CCCCCC2)c(=O)c2cc3occc3n12 (stereo not given)
 : -3% | 1% | 2% | 17% | 8% | -22% | 33% | -23% | -4%
COc1ccc(-c2ccc(SCC(=O)NCc3ccc4c(c3)OCO4)nn2)cc1OC
 : ? | -13% | -3% | 43%[activator] | -9% | -16% | -1% | -23% | 28%
CCc1cc2cc(C(=O)N3CCN(c4ccccc4)CC3)sc2s1
 : 0% | -2% | 0% | -12% | -4% | 6% | 5%[59 µM] | 6% | 25%
CC(C)NC(=O)c1ccccc1S(=O)(=O)c1ccccc1C#N
 : 0% | -3% | -16% | -11% | -3% | -3% | -7%[59 µM] | -16% | 13%
Cc1cc(C(=O)NC(C)c2ccncc2)cs1 (stereo not given)
 : 1% | 2% | 0% | -7% | 0% | 7% | 6% | -8% | 26%
COCCSc1ccccc1C(=O)Nc1ccc([N+](=O)[O-])cc1OC
 : -6% | -2% | -3% | 20% | -5% | -29% | 22µM* | -13% | 17%
COc1cc2ccccc2cc1C(=O)Nc1ccc(O)cc1
 : 12% | -13% | ? | 66%[activator] | -1% | ? | nt | -24% | 19%
Cc1ccc(NC(=O)Cn2c(=O)c3cccn3c3ccccc32)cc1
 : 0% | -4% | 13% | 2% | -9% | 0% | nt | 10% | 9%
CCN(C(=O)c1ccc(NC(C)=O)cc1)c1ccccc1C
 : -10% | 4% | -11% | -2% | i | 27% | ? | -9% | 20%
CSC(=NS(=O)(=O)c1ccc(N)cc1)NS(=O)(=O)c1cccs1
 : ? | nt | -2% | 0% | -2% | nt | nt | -36% | -6%
N=C1C(c2nc3ccccc3[nH]2)=C(O)CN1C1CCCCC1
 : -13% | -1% | -9% | 111%[activator] | -8% | -5% | -6% | -7% | 33%
COc1ccc(OC)c(S(=O)(=O)CC(O)CS(=O)(=O)c2ccccc2)c1 (stereo not given)
 : -2% | -4% | -7% | 8% | -1% | -3% | 2%[12.7 µM] | 12% | 35%
Cc1ccc(C2CC(C(F)(F)F)n3nc(C(=O)NCc4c(C)nn(C)c4C)c(Cl)c3N2)cc1 (stereo not given)
 : 2% | -8% | ? | 22% | nt | 9% | -8%[59 µM] | -26% | 13%
O=C(Nc1ccc2[nH]c(=O)[nH]c2c1)c1cccc([N+](=O)[O-])c1
 : 1% | -1% | 5% | -2% | -5% | 2% | nt | -22% | -1%
c1cncc(-c2ccnc3ncnn23)c1
 : -3% | -6% | 0% | 40%[activator] | 2% | 4% | -2% | -11% | 36%
O=C(NCC1OCCCN1S(=O)(=O)c1ccc(F)cc1)C(=O)NC1CCCC1 (stereo not given)
 : -6% | -1% | -4% | 2% | i | 0% | nt | -3% | 2%

Some of these compounds in order of SMILES length, smallest number first.
Order of values: GLS inhibitor | BLM inh | Pin1 inhibitor | POLI inh | Tb PGK inh | BAZ2B block | G9a block | JMJD2A Tudor inh | HP1b binding inh
c1cncc(-c2ccnc3ncnn23)c1
 : -3% | -6% | 0% | 40%[activator] | 2% | 4% | -2% | -11% | 36%
O=C(NCC1OCCCN1S(=O)(=O)c1ccc(F)cc1)C(=O)NC1CCCC1 (stereo not given)
 : -6% | -1% | -4% | 2% | i | 0% | nt | -3% | 2%
O=C(Nc1ccc2[nH]c(=O)[nH]c2c1)c1cccc([N+](=O)[O-])c1
 : 1% | -1% | 5% | -2% | -5% | 2% | nt | -22% | -1%
Cc1ccc(C2CC(C(F)(F)F)n3nc(C(=O)NCc4c(C)nn(C)c4C)c(Cl)c3N2)cc1 (stereo not given)
 : 2% | -8% | ? | 22% | nt | 9% | -8%[59 µM] | -26% | 13%

Remaining list, next part
Order of values: GLS inhibitor | BLM inh | Pin1 inhibitor | POLI inh | Tb PGK inh | BAZ2B block | G9a block | JMJD2A Tudor inh | HP1b binding inh
CC(=O)c1cn(C(=O)c2ccc(Cl)cc2)c2ccccc12
 : 8% | -8% | 2% | -19% | 8% | 2% | 11% | -9% | 62%[activator]
Cc1ccc(N(CC(=O)NCc2ccc3c(c2)OCO3)C(=O)c2csnn2)cc1
 : 12% | -1% | 5% | 3% | -5% | -2% | -5% | -12% | 14%
CCCCn1c(O)c(N=NC(=O)c2ccncc2)c2cc(Br)ccc21
 : -14% | -6% | 3% | 35%[activator] | i | -23% | -14%[59 µM] | -13% | 1%
COc1ccc(-c2noc(N3CCC(C(=O)Nc4ccc(F)cc4)CC3)n2)cc1
 : -1% | -3% | 9% | 6% | i | 0% | nt | -11% | 29%
CCn1c(SCC(=O)NC2CC2)nnc1-c1ccccn1
 : 1% | 1% | -6% | 61%[activator] | -11% | ? | nt | -12% | 30%
Cc1ccc(S(=O)(=O)NNC(=O)/C=C/c2cccc(F)c2)cc1
 : -3% | -4% | -15% | 8% | -1% | -18% | 11% | -33% | 30%

Screening data: PubChem, National Center for Advancing Translational Sciences (NCATS)
